# C2C12 statin: suppression of simvastatin myotoxicity. rescue of ATP level, % at 7.49 µM. C2C12 myotubes + simvastatin, ATP luminescence, 48 h; scaled: DMSO 0, geranylgeraniol control 100. AID 602340. actives 0.78% (n = 330,000);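 active = mean ATP rescue above about 67%, or every replicate alone reaching that limit, limit read from the data, passing the limit was not always enough; inconclusive = no clear call, values can overlap the other calls; inactive = mean under the limit and some replicate under it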;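 note: myotubes were challenged with 10 µM simvastatin during compound exposure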
# Cneo AK release: Cryptococcus neoformans lysis via adenylate kinase release | C. neoformans lysis, adenylate kinase release luminescence, 4 h; normalised: neutral wells 0, clomiphene wells 100 | actives 0.2% (n = 360,000) | AID 651654 | lysis activity, % at 15 µM;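 active = mean lysis activity across replicates of at least 80%, whatever share of replicates individually reach that level; inactive = mean lysis activity below 80%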
#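 read-out = cell lysis signal | test system = log-phase Cryptococcus neoformans yeast cells | input = cells at 5 × 10^6 per mL | medium = fresh YPD growth medium | signal = luminescent adenylate kinase detection reagent | timing = 4 h at 37 °C static, read 1 h later | dosing = single dose | controls = Clomiphene as positive lysis control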
# ARNT-TACC3 inh: ARNT/TACC3 interaction disruption. AlphaScreen His-ARNT PAS-B/GST-TACC3 binding, luminescence; TACC3 fragment carries E629A point mutation. inhibition, % at 9.99 µM. actives 0.66% (n = 390,000);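 active = mean inhibition of replicates at least 50% and at least half of replicates each reaching 50%; inconclusive = half or more replicates reach 50% but mean below 50%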;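 note: 0% = complete ARNT plus TACC3 wells and 100% = ARNT alone without TACC3; many hits fall short of the cut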
# esBAF inh: SWI/SNF esBAF complex inhibition | mouse ES cells, Bmi1-luciferase knock-in reporter, 24 h; 100% = twice the neutral-well signal | reporter increase, % at 12.5 µM | actives 2% (n = 350,000) | AID 602393; in the data active = activation above about 40%; inconclusive = no clear call, values can overlap the other calls;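 note: 0% = median of the plate's neutral control wells and 100% = double that signal; a rise in the Bmi1 reporter signal indicates esBAF inhibition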
# ERp5 block: blocks human ERp5 reductase activity on insulin | Q15084 | ERp5 insulin aggregation, absorbance 650 nm, 90 min | inhibition, % at 9.99 µM | actives 0.05% (n = 350,000) | AID 651711;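 active = mean replicate inhibition above about 25%, with every replicate also reaching it, limit read from the data, passing the limit was not always enough; inconclusive = only one of those two criteria met; inactive = neither criterion met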
# Target sequence (Q15084 whole entry, looked up): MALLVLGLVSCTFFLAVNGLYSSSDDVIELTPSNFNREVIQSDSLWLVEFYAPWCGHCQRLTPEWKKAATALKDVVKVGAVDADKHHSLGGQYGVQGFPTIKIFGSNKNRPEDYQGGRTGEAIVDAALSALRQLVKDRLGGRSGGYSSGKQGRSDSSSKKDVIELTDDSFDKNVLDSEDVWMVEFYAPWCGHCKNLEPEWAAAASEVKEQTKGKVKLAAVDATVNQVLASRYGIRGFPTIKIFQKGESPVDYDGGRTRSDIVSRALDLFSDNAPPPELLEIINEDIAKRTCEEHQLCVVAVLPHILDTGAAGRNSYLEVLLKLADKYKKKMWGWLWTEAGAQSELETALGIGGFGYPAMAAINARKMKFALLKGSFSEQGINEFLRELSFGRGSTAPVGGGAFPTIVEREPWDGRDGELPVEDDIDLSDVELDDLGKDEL
# miR122 inh: miR-122 inhibition in Huh7 cells | actives 0.3% (n = 340,000) | activation (reporter increase), % at 12.5 µM | Huh7 miR-122 Renilla luciferase sensor, 48 h; neutral wells = 0, positive control = 100 | AID 602342;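 active = mean replicate activation score at least 90 and every replicate individually at or above 90; inconclusive = only one of the two criteria met; inactive = neither criterion met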;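 note: higher luciferase means less miR-122 activity so hits act as miR-122 inhibitors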
# SIRT5 block: sirtuin-5 (human) deacylase inhibition; Q9NXA8; Purified SirT5, succinyl-peptide AMC, trypsin-coupled fluorescence; inhibition, % at 15 µM; actives 1.1% (n = 330,000); in the data active = inhibition above about 15%; inconclusive = no clear call, values can overlap the other calls
# Target sequence (Q9NXA8 whole entry, looked up): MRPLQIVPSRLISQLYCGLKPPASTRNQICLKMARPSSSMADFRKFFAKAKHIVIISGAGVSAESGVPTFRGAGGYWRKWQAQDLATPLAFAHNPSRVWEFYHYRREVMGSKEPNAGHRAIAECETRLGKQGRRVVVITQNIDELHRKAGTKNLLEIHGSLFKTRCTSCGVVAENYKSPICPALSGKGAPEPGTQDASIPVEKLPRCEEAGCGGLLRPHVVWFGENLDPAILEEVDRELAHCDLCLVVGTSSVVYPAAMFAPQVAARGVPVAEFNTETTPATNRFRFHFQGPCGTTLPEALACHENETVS
# * marks the source's active call; other numbers are inactive results; ? = inconclusive; nt = no result given; & = joins results of further samples; [ ] = another dose, or the depositor's remark. Outcome played no part in choosing rows, and some 4% of all compounds hit somewhere here.
item	compound	C2C12 statin	Cneo AK release	ARNT-TACC3 inh	esBAF inh
1	CC(=O)Nc1c(S(=O)(=O)c2ccccc2)c2nc3ccccc3nc2n1Cc1ccccc1	nt	-5	-1	nt
2	Cc1cc(C)c(S(=O)(=O)Nc2nnc(C)s2)c(C)c1	-1	-4	20	-4
3	Oc1cccc(NC(=S)N=Nc2c(O)[nH]c3ccc(Br)cc23)c1	11	-5	24	2
4	N#CCCN1CCN(S(=O)(=O)c2ccc(C#N)cc2)CC1	nt	1	13	-6
5	Cc1cc(/C=N/NC(=O)c2ccc(CN3CCOCC3)cc2)c(C)n1-c1ccccc1	116*	6	8	8
6	O=C(NCc1ccc2c(c1)OCO2)C1(S(=O)(=O)c2ccccc2)CC1	7	4	-5	-13
7	CCc1nc2c(OCc3ccc(Cl)cc3)cccn2c1N(C)C(=O)c1ccco1	27	-1	nt	-4
8	CC(C)OC(=O)N(C)C[C@H]1OCc2cnnn2CCCC(=O)N([C@H](C)CO)C[C@H]1C	7&6&-13	2&37&7	-3&-2	1&0&-5
9	Cc1ccccc1-n1nc2c(c1NC(=O)c1ccco1)CS(=O)(=O)C2	4	1	12	-5
10	N#CCC(=O)N/N=C\c1ccc(OC/C=C/c2ccccc2)cc1	-19	3	-4	11
11	O=C1S/C(=C\c2ccc(N3CCOCC3)o2)C(=O)N1Cc1ccc(F)cc1	?	1	-3	4
12	Cc1ccc(OCCN2CCC2(C)C(=O)Nc2ccc3c(c2)OCCO3)cc1 (stereo unspecified)	6	0	nt	2

item	ERp5 block	miR122 inh	SIRT5 block
1	nt	62	nt
2	nt	1	nt
3	0	-1	-5
4	nt	2	nt
5	nt	-5	nt
6	nt	10	nt
7	2	-1	nt
8	0&0&-1	8	-2&2
9	-7	-6	-5
10	10	nt	-4
11	nt	-2	nt
12	7	2	-4

# More compounds:
item	compound	C2C12 statin	Cneo AK release	ARNT-TACC3 inh	esBAF inh
13	Cc1c(C(=O)N2CCCc3ccccc32)sc2nc(-c3ccccc3)cn12	-49	-1	-3	69*
14	CO[C@@H]1CN(C)C(=O)c2ccc(NC(=O)Cc3ccccc3)cc2OC[C@@H](C)N(C(C)=O)C[C@@H]1C	9	-8	1	3
15	C(=C/c1ccnc2nc(SC/C=C/c3ccccc3)nn12)/c1ccccc1	8	0	32	0
16	CC(Oc1cc2oc(=O)c3c(c2cc1Cl)CCC3)C(=O)NCCCN1CCOCC1 (stereo unspecified)	3	10	-9	-11
17	CCCNC(=O)N1C[C@@H](O)COC[C@H]2O[C@H](CC(=O)OC)CC[C@@H]21	29	1	3	17
18	COc1cc(C)c(NC(=O)c2cc(C3CC3)nc3c2cnn3C(C)C)cc1OC	-4	1	6	-5
19	Cc1ccccc1-c1cnc2c(c1)C(=O)N([C@@H](C)CO)C[C@@H](C)[C@H](CN(C)Cc1cccnc1)O2	3	-2	-5	-5
20	CC(C)(C)c1cc(NC(=O)c2ccc(OC3CCCC3)cc2)no1	nt	2	-8	nt
21	CCCOC(=O)c1ccc(Nc2cc(C)nc3ncnn23)cc1	nt	1	12	-7
22	CCCN(CCC)C(=S)NC(=O)c1ccc(-c2ccccc2)cc1	-5	11	31	-8
23	O=C(Cn1cc(/C=N/NC(=O)c2ccccc2Br)c2ccccc21)Nc1ccc(F)cc1	nt	nt	1	nt
24	O=C(NNC(=S)NC(=O)c1ccccc1[N+](=O)[O-])c1ccccc1Cl	nt	nt	4	nt

item	ERp5 block	miR122 inh	SIRT5 block
13	8	-3	0
14	-1	-4[16.7 µM]	4
15	nt	3	nt
16	2	3	2
17	-1	-4[16.7 µM]	0
18	-9	nt	0
19	3	0[16.7 µM]	-1
20	3	0	-3
21	nt	-4	nt
22	nt	-2	nt
23	2	nt	-3
24	0	nt	6

# Next records:
item	compound	C2C12 statin	Cneo AK release	ARNT-TACC3 inh	esBAF inh
25	O=C(CCCn1c(=O)[nH]c2ccccc2c1=O)NC1CCCCCC1	nt	-2	0	nt
26	O=C(C[C@H]1CC[C@@H]2[C@H](COC[C@H](O)CN2C(=O)c2ccc(F)cc2)O1)Nc1ccc(-c2ccccc2)cc1	18	1	1	6
27	CN(C)S(=O)(=O)c1cccc(NC(=S)N/N=C/C(c2ccccc2)c2ccccc2)c1	nt	6	-2	nt
28	COc1ccc(CN(C)C[C@@H]2OCCCC[C@@H](C)Oc3ccc(NC(=O)Nc4cccc5ccccc45)cc3C(=O)N([C@H](C)CO)C[C@@H]2C)cc1	nt	0	-3	-4
29	C[C@H](CO)N1C[C@H](C)[C@@H](CN(C)Cc2ccc(Oc3ccccc3)cc2)Oc2ccc(NC(=O)CCCN(C)C)cc2C1=O	-24	-10	42	-4
30	C[C@@H]1CN([C@H](C)CO)C(=O)Cc2cc(NC(=O)CCCCCC(=O)Nc3ccccc3N)ccc2O[C@@H]1CN(C)C(=O)Nc1ccc(C(F)(F)F)cc1	25	2	12	5
31	O=C(CCCCCN1C(=O)c2ccccc2C1=O)NCCc1nc2ccccc2[nH]1	nt	-1	6	8
32	O=C(NCC1CCCCC1)[C@H]1N[C@H]2c3ccc(C4=CCCC4)c(=O)n3C[C@H]2[C@@H]1CO	-13	3	-9	-5
33	Cc1c(C(=O)N2CCCCC2)sc(NC(=O)c2ccco2)c1C#N	-3	0	-3	-3
34	COc1ccc(-c2cn3cccnc3n2)cc1Br	nt	nt	-2	nt
35	COC(=O)c1cnc(Nc2nc(C(N)COCc3ccccc3)cs2)nc1C(F)(F)F (stereo unspecified)	5	3	nt	-6
36	CC1(C)OC(=O)C(=CNc2ccccn2)C(=O)O1	-1	1	-3	-2

item	ERp5 block	miR122 inh	SIRT5 block
25	nt	6	nt
26	0	4[16.7 µM]	4
27	nt	4	nt
28	1	4[16.7 µM]	6
29	-5	-8[16.7 µM]	-1
30	nt	-13[16.7 µM]	nt
31	nt	-1	nt
32	-2	3[16.7 µM]	1
33	nt	nt	nt
34	7	nt	-67
35	7	4	2
36	2	1	-2

# Other compounds:
item	compound	C2C12 statin	Cneo AK release	ARNT-TACC3 inh	esBAF inh
37	COc1ccc(CN2C(=O)CN(C3CCCCCC3)C(=O)C2c2ccc(F)cc2)cc1 (stereo unspecified)	-3	-5	2	9
38	CCS(=O)(=O)N1CCC(C(=O)Nc2ccc(C(C)=O)cc2)CC1	4	0	-7	-3
39	C/C=C/c1ccc([C@@H]2[C@@H](CO)N3CCCCN(C(=O)Nc4ccc(OC)cc4)C[C@H]23)cc1	nt	102*	2	nt
40	CCOc1ccc(/C=N/NC(=O)Cc2ccccc2)cc1CN1CC2CC(C1)c1cccc(=O)n1C2 (stereo unspecified)	-9	-2	nt	11
41	CCCN(C)C[C@H]1Oc2ncc(C#CC3CC3)cc2C(=O)N([C@H](C)CO)C[C@@H]1C	34	nt	nt	-3
42	N#C/C(=C(/O)c1cccc(F)c1)c1nc2ccccc2s1	nt	nt	-32	nt
43	COc1cc(CN2C[C@@H](CO)O[C@@H](n3cnc4c(Nc5ccccc5)ncnc43)C2)cc(OC)c1OC	-8	0	nt	1
44	C[C@@H]1CN([C@@H](C)CO)C(=O)c2cc(NC(=O)c3ccncc3)ccc2O[C@@H]1CN(C)Cc1ccncc1	-5	-3	-2	1
45	CC1(c2nnc(-c3ccccc3)o2)CC(c2ccccc2)=NO1 (stereo unspecified)	13	5	-1	18
46	CCOC(=O)N1CCN(C(=O)COC(=O)c2ccc(Cl)nc2)CC1	2	-1	-2	-8
47	COc1cc2c(cc1OC)C(NC(=O)C(F)(F)F)C/C2=N\O (stereo unspecified)	nt	nt	3	nt
48	COc1ccc(-c2[nH]ncc2CNC(C)CCn2cccn2)cc1F (stereo unspecified)	11	2	4	3

item	ERp5 block	miR122 inh	SIRT5 block
37	nt	2	nt
38	2	-1	nt
39	-3	5[16.7 µM]	2
40	-2	-2	nt
41	nt	-3[16.7 µM]	nt
42	0	nt	1
43	4	-7	nt
44	9	31[16.7 µM]	8
45	24	nt	nt
46	3	-4	nt
47	-1	-3	-4
48	7	-4	4

# Shown field by field: part of the list above.
48	COc1ccc(-c2[nH]ncc2CNC(C)CCn2cccn2)cc1F (stereo unspecified)
  C2C12 statin: 11 | Cneo AK release: 2 | ARNT-TACC3 inh: 4 | esBAF inh: 3 | ERp5 block: 7 | miR122 inh: -4 | SIRT5 block: 4
46	CCOC(=O)N1CCN(C(=O)COC(=O)c2ccc(Cl)nc2)CC1
  C2C12 statin: 2 | Cneo AK release: -1 | ARNT-TACC3 inh: -2 | esBAF inh: -8 | ERp5 block: 3 | miR122 inh: -4 | SIRT5 block: nt

# The list continues:
item	compound	C2C12 statin	Cneo AK release	ARNT-TACC3 inh	esBAF inh
49	CC(C)CC1C(=O)N(Cc2cn(CCC3OCCO3)nn2)CCS(=O)(=O)N1Cc1ccc(-c2ccc(F)cc2)cc1 (stereo unspecified)	-26	0	nt	4
50	Cc1ccc(F)cc1NC(=O)C1C2CCC(O2)C1C(=O)O (stereo unspecified)	-4	6	-2	-1
51	Cc1ccc2c(c1)C1CN(C)CCC1N2S(=O)(=O)c1ccc(Oc2ccc([N+](=O)[O-])cc2)cc1 (stereo unspecified)	13	3	23	-5
52	COc1ccc(S(=O)(=O)N(C)C[C@@H]2Oc3ccc(NS(=O)(=O)c4c(C)noc4C)cc3C(=O)N([C@@H](C)CO)C[C@@H]2C)cc1	-33	0	nt	2
53	COCCN1C(=O)CCC1(C)C(=O)Nc1ccc2c(c1)OCCO2 (stereo unspecified)	-2	-6	nt	-4
54	CCc1ccccc1NC(=O)C1CCCN(c2ncccn2)C1 (stereo unspecified)	18	1	0	-6
55	C[C@@H]1CN([C@H](C)CO)C(=O)c2cc(N(C)C)ccc2O[C@@H](C)CCCCO[C@@H]1CN(C)Cc1ccncc1	2	1	13	0
56	Cc1ccc(/C=N/NC(=O)CNC(=O)Cc2ccccc2)o1	nt	nt	0	nt
57	CC1=C(C(=O)Nc2ccccc2)C(c2ccccn2)n2nc(CCCO)nc2N1 (stereo unspecified)	-3	1	-3	2
58	CC(C)NC(=O)N(C)C[C@@H]1Oc2ccc(NC(=O)Cc3cn(C)c4ccccc34)cc2C(=O)N([C@H](C)CO)C[C@@H]1C	-5	49	-8	-5
59	C/C(=N/NS(=O)(=O)c1ccc(Br)cc1)c1ccc(NC(=O)c2ccc(C)o2)cc1	76*	2	-3	9
60	CN(C(=O)COC(=O)CNC(=O)c1sc2ccccc2c1Cl)c1ccccc1	nt	nt	-3	nt

item	ERp5 block	miR122 inh	SIRT5 block
49	-7	-6	0
50	0	0	5
51	-2	-6	-1
52	0	9[16.7 µM]	-2
53	0	4	1
54	-2	1	0
55	3	-6[16.7 µM]	-2
56	1	nt	-1
57	0	-2	-1
58	-5	10[16.7 µM]	-1
59	nt	-2	nt
60	3	nt	-2

# Single records (already shown).
# Record of CN(C(=O)COC(=O)CNC(=O)c1sc2ccccc2c1Cl)c1ccccc1 = C2C12 statin = nt; Cneo AK release = nt; ARNT-TACC3 inh = -3; esBAF inh = nt; ERp5 block = 3; miR122 inh = nt; SIRT5 block = -2
# Record of CCc1ccccc1NC(=O)C1CCCN(c2ncccn2)C1 (stereo unspecified) = C2C12 statin = 18; Cneo AK release = 1; ARNT-TACC3 inh = 0; esBAF inh = -6; ERp5 block = -2; miR122 inh = 1; SIRT5 block = 0

# Following part.
item	compound	C2C12 statin	Cneo AK release	ARNT-TACC3 inh	esBAF inh
61	Cc1c(N/C=C/C(=O)C(F)(F)F)c(=O)n(-c2ccccc2)n1C	-5	1	-4	4
62	Cc1ccc(S(=O)(=O)N(CC(=O)N/N=C/c2cccc(Cl)c2)c2cccc3cccnc23)cc1	3	-1	-7	1
63	CCCn1c(Nc2cccc(OC)c2)nc2ccccc21	-3	0	-5	-2
64	COc1ccc(CCNC(=O)COC(=O)c2cnccn2)cc1	nt	1	11	-6
65	Cc1cccc2sc(NC(=O)c3ccc(Cl)s3)nc12	-38	-3	-1	?

item	ERp5 block	miR122 inh	SIRT5 block
61	2	-1	3
62	nt	-5	nt
63	0	1	nt
64	nt	1	nt
65	4	-6	nt
